Screening data from PubChem BioAssay.
ERK EGF block – qHTS Assay for Inhibitors of the ERK Signaling Pathway using a Homogeneous Screening Assay; Stimulation with EGF | HEK293-V1b, EGF-stimulated phospho-ERK AlphaScreen | AID 1454, 2008 | 0.41% of 130,000 active | Potency, µM (top dose mostly 11.5 µM), for inactives: at the highest dose activity change, negative = inhibition, usual class: inhibitors; active = well fitted inhibition curve with a large enough effect; inconclusive = small, poorly fitted or top-dose-only effect, or effect the other way;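 note: plate controls were stimulated vehicle wells for no effect and unstimulated vehicle basal for full effect; nearly all actives have a fitted effect of over 55% in size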
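HEK293 cells stably expressing V1b receptor, serum-reduced (1% FBS) overnight, got compound for 30 min at 37C, then 25 nM EGF for 5 min. Lysate phospho-ERK read by AlphaScreen SureFire; AC50 from Hill fits.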
* marks the source's active call; other numbers are inactive results; u = inconclusive; & = joins results of further samples; [ ] = remark or other dose. Potency is the fitted concentration of half-maximal effect. Only part of the results is shown. The share of hits here may be higher or lower than overall.

SMILES	ERK EGF block
COC(=O)c1cccc(N2CCCC2=O)c1	-18%[57.5 µM]
CN(CCC#N)C(=O)COC(=O)c1ccccc1OCc1ccccc1Cl	-1%
O=c1c(Cc2c(F)cccc2Cl)c(O)ccn1C1CC1	1%
CCOC(=O)c1noc(C)c1C(=O)Nc1nc(C)cc(C)n1	2%
CC(=O)OC1COC(N2CCc3ccccc32)C(OC(C)=O)C1OC(C)=O (centres undefined)	-14%
CN(C)C(=O)c1ccc(-c2nc(Nc3ccc(F)cc3)c3ccccc3n2)cc1	22%
O=C(CCn1ccc([N+](=O)[O-])n1)Nc1nccs1	0%
N#Cc1c(N(CCO)CCO)nc(N)c2c(N)nc3c(c12)CC(=O)N3CC1CCCO1 (centres undefined)	-8%[57.5 µM]
COc1ccc(N2CCN(C(=O)c3ccc(NS(=O)(=O)c4ccccc4)cc3)CC2)cc1	-2%
Cc1ccc(C2C(C#N)=C(N)OC3=C2C(=O)CC(C)(C)C3)s1 (centres undefined)	-6%[57.5 µM]
CC1(C)CO[C@H](CC(=O)O)CN1	-9%
O=C(COC(=O)Cc1c(Cl)cccc1Cl)NCC1CCCO1 (centres undefined)	38%
Cc1cc(NCc2ccco2)n2ncnc2n1	-4%
CC(=O)N1CCN(c2nc(N)c(C#N)c(CC#N)c2C#N)CC1	-5%[57.5 µM]
COc1ccccc1CN1CCNC(=O)C1CC(=O)O (centres undefined)	2%
CC(C)OC(=O)[C@H]1O[C@H](CCCCOCc2ccccc2)[C@@H](C)[C@H]2O[C@H]21	-13%
COc1ccc(OCC(=O)Nc2ccc(N3CCCCC3)cc2)cc1	-8%
NC(=O)CNC(=O)c1ccc(Cl)cc1	1%[57.5 µM]
O=C(O)c1cc2cc(Cl)cc(Cl)c2oc1=O	-7%[57.5 µM]
COc1ccc(NC(=O)CN(C)CC(=O)Nc2ccccc2SC)cc1	5%

Seven entries out of the list, sorted by formula weight, descending:
SMILES	ERK EGF block
COc1ccc(NC(=O)CN(C)CC(=O)Nc2ccccc2SC)cc1	5%
CC(C)OC(=O)[C@H]1O[C@H](CCCCOCc2ccccc2)[C@@H](C)[C@H]2O[C@H]21	-13%
COc1ccc(OCC(=O)Nc2ccc(N3CCCCC3)cc2)cc1	-8%
COc1ccccc1CN1CCNC(=O)C1CC(=O)O (centres undefined)	2%
O=C(O)c1cc2cc(Cl)cc(Cl)c2oc1=O	-7%[57.5 µM]
NC(=O)CNC(=O)c1ccc(Cl)cc1	1%[57.5 µM]
CC1(C)CO[C@H](CC(=O)O)CN1	-9%

Reprinted at random: 4 compounds from above
SMILES	ERK EGF block
O=C(CCn1ccc([N+](=O)[O-])n1)Nc1nccs1	0%
COc1ccc(N2CCN(C(=O)c3ccc(NS(=O)(=O)c4ccccc4)cc3)CC2)cc1	-2%
COC(=O)c1cccc(N2CCCC2=O)c1	-18%[57.5 µM]
CC(=O)OC1COC(N2CCc3ccccc32)C(OC(C)=O)C1OC(C)=O (centres undefined)	-14%

(list continues)
SMILES	ERK EGF block
Cc1ccc(NC(=O)C2CCCO2)cc1[N+](=O)[O-] (centres undefined)	2%
COc1ccc(C(=O)N2CC3(CC(c4cccc(NC(=O)COc5ccc(Cl)cc5)c4)=NO3)C[C@@H]2C(N)=O)cc1 (some centres undefined)	1%[57.5 µM]
COc1cccc(NC(=O)COc2ccc(S(=O)(=O)NC(C)C)cc2)c1	13%
COC(=O)C1C(c2ccccc2)C=CC(c2ccccc2)C1C(=O)O (centres undefined)	-2%[57.5 µM]
COc1cc(/C=N/N2CCN(C3c4ccccc4-c4ccccc43)CC2)cc(OC)c1O	-2%
Cc1ccccc1NC(=O)CCC(=O)N/N=C/c1cc([N+](=O)[O-])ccc1O	-1%
Cc1ccc(C(=O)Nc2nc(C)c(C(=O)Nc3ccc4c(c3)CCC4)s2)cc1	-3%
CC1CNc2c(cccc2S(=O)(=O)N[C@@H](CCCN=C(N)N)C(=O)N2CC[C@@H](C)C[C@@H]2C(=O)O)C1 (some centres undefined)	3%[57.5 µM]
Cc1cccc(N(Cc2cc3cc(C)ccc3[nH]c2=O)C(=O)c2cccs2)c1	2%[57.5 µM]
COc1ccc(CCC(=O)Nc2ccccc2C(F)(F)F)cc1	8%
CC(=O)Cc1nsc(NC(=O)c2ccc(F)cc2)n1	8%
CC1C(=O)C(C)C(c2ccc([N+](=O)[O-])cc2)NC1c1ccc([N+](=O)[O-])cc1 (centres undefined)	-2%
O=C(Cc1cccs1)N1CCN(c2ccc(F)cc2)CC1	3%
C=CCSc1nnc2c(n1)OC(c1ccco1)Nc1ccccc1-2 (centres undefined)	-3%
C=CCOc1ccc(C(=O)Nc2ccc(OCC)cc2)cc1	-3%
O=[N+]([O-])c1ccc2c(c1)C(N1CCOCC1)/C(=C/C1(O)CCCCC1)O2 (centres undefined)	-3%
O=C(NNC1CC(=O)N(c2ccc(Cl)cc2)C1=O)c1ccco1 (centres undefined)	-1%
COc1ccccc1N1CCN(C(CNS(=O)(=O)c2cc(F)ccc2F)c2cccnc2)CC1 (centres undefined)	10%
CC(C)=CCCC1(C)C=Cc2c(ccc3c2[nH]c2cc(O)c(C)cc23)O1 (centres undefined)	u
Cc1cc(NC(=O)CCN2C(=O)/C(=C\c3ccccc3Cl)SC2=S)no1	-6%
CCCCOCCCNC(=O)c1cccc(OC)c1	-9%
CCCCC(C(=O)O)C(C)CC(=O)Nc1nncs1 (centres undefined)	13%[57.5 µM]
Cc1nnc(SCC(=O)NNC(=O)c2ccc(Br)cc2)n1C	10%
N=C(N)SCc1nc2ccccc2c(=O)n1-c1ccccc1	3%&11%
CCC(=O)N1CCc2cc(S(=O)(=O)CCC(=O)Nc3cccc(C)n3)ccc21	-5%
CNc1c([N+](=O)[O-])cnn1-c1ccc(F)cc1	0%
O=c1[nH]c(-c2ccccc2O)nc2ccccc12	-9%
COC(=O)c1c(NC(=O)CCNCc2ccco2)sc2c1CCC2	-12%[57.5 µM]
CC(CNc1ccccc1O)C(=O)O (centres undefined)	5%
O=C(CC1C(=O)NCCN1Cc1ccc(-c2ccccc2)cc1)NCCOc1cccnc1 (centres undefined)	1%
CCN(CC)S(=O)(=O)c1ccc(C)c(NC(=S)NNC(=O)C2CC2)c1	19%
CCCCC(CC)CNC(=O)/C=C/c1ccc(F)cc1 (centres undefined)	1%
Cc1ccccc1-n1c(=O)cc(N2CCC3(CC2)OCCO3)[nH]c1=O	0%
O=C(c1cccc(F)c1)N1CCC[C@@]2(CCN(C(c3ccccc3)c3ccccc3)C2)C1	-18%
Cc1ccc(C(=O)NCCNc2ccc([N+](=O)[O-])cc2C(F)(F)F)cc1	27%
O=C(CNS(=O)(=O)c1cccs1)NCc1ccc(F)cc1	-3%
COC(CNC(=O)C1CCCN1C(=O)OCc1ccccc1)OC (centres undefined)	5%
O=C(CN1C(=O)c2ccccc2C1=O)Nc1ccccc1N1CCOCC1	12%[57.5 µM]
CC(C)(C)C(=O)NNC(=O)c1cnccn1	-5%[57.5 µM]
CCO[C@@H]1OC(C(N)=O)=C[C@H](c2cn(C(C)=O)c3ccccc23)[C@H]1CCCO	-5%[57.5 µM]
Cc1ccc(Cl)cc1NC(=O)CC1NCCNC1=O (centres undefined)	10%
Cc1ccc(-n2c(C)nnc2SCC(=O)Nc2ccccc2)cc1	5%
COc1cccc(C(C(=O)NC2CCCC2)N(Cc2ccco2)C(=O)c2ccco2)c1OC (centres undefined)	-2%
COc1ccc(/C=N/N=C2/NC(=O)C(CC(=O)O)S2)cc1OCc1ccc(Cl)cc1 (centres undefined)	-3%
Cc1cc(=O)oc2c(O)c(O)ccc12	u
COC1(NS(=O)(=O)c2ccc(Br)cc2)C(C)=CC(=O)C=C1C	3%
CCC(C)NS(=O)(=O)c1ccc(OCC(=O)Nc2ccc(F)cc2F)cc1 (centres undefined)	-3%
CCOC(=O)c1cc(NC(=O)Nc2cc(C)ccn2)c(C)nc1C	0%
COc1ccccc1N1CCN(CC(=O)Nc2c(C)n(C)n(-c3ccccc3)c2=O)CC1	-2%
CCn1ccnc1CN(C)Cc1nc(-c2ccc(C(=O)OC)cc2)no1	-17%[57.5 µM]
More compounds
SMILES	ERK EGF block
O=C1C2N=NN(CC(=O)N3N=C(c4ccccc4)CC3c3ccc([N+](=O)[O-])cc3)C2C(=O)N1c1ccccc1 (centres undefined)	1%
Cc1onc(-c2c(F)cccc2Cl)c1C(=O)NNC(=O)C1CCN(Cc2ccccc2)CC1	-1%
CCC(=O)Nc1ccc2nc(C3CC3)n(Cc3ccc(C(C)(C)C)cc3)c(=O)c2c1	-5%[57.5 µM]
Cc1cc2cc(CN(Cc3cccs3)C(c3nnnn3C(C)(C)C)C(C)C)c3nnnn3c2cc1C (centres undefined)	-2%
CC[C@H](C)[C@H](NC(N)=O)C(=O)OCC(=O)NCc1ccc(Cl)cc1	-3%
O=C(Nc1ccc(Cl)cc1)Nc1cc(S(=O)(=O)N2CCOCC2)ccc1N1CCCC1	0%
O=C(O)C1Cc2ccccc2CN1C(=O)CCl (centres undefined)	2%
CCC(=O)NC(NC(=S)Nc1ccc(S(N)(=O)=O)cc1)C(Cl)(Cl)Cl (centres undefined)	-4%
O=C1CCCC2=C1C(c1ccc(Cl)cc1)n1c(s/c(=C\c3ccc4ccncc4c3)c1=O)=N2 (centres undefined)	3%
FC(F)(F)c1ccc(Cl)c(NC(=S)N/N=C/c2ccccc2C(F)(F)F)c1	11%
O=C(NN1CCCCC1)c1cccc2ccccc12	4%
Cc1ccc(C(=O)N/C(=C\c2ccc(-c3ccc(Cl)cc3)o2)C(=O)NCCCN(C)C)cc1	u
COc1cc(-c2ccc(NC(=O)NC3CC3)c(OC)c2)ccc1NC(=O)NC1CC1	-13%[57.5 µM]
CC(/C=C/c1ccco1)=N\NC(=O)COc1ccc(C)c(C)c1	-6%
CC1=C(C(=O)OC(C)C)C(c2ccccc2)NC(=S)N1C (centres undefined)	-9%
Cc1c(NC(=O)CN2CCN(c3cccc(Cl)c3)CC2)c(=O)n(-c2ccccc2)n1C	2%
Cc1ccc(NC(=O)C2CCCN2C(=O)NC2CCCCC2)cc1C (centres undefined)	-11%
Cc1csc(Sc2ccc(C(=O)OCC(=O)Nc3ccc(OC(F)(F)F)cc3)cc2[N+](=O)[O-])n1	-2%
Cc1ccc(CSc2nc3[nH]ncc3c(=O)[nH]2)cc1	-1%
CCOC(=O)CNC(c1ccccc1)c1cc(Br)ccc1NC(C)=O (centres undefined)	-11%
O=C(O)c1ccc(N2CC3CC(C2)c2cccc(=O)n2C3)c(NC(=S)Nc2ccc(Br)cc2)c1 (centres undefined)	2%
CC(C)C(C(=O)Nc1nccs1)N1C(=O)c2ccccc2C1=O (centres undefined)	9%
CN(CC1COc2ccccc2O1)C(=O)c1ccc(N(C)C)cc1 (centres undefined)	-10%
Cc1cc(C)n(-c2ccc(C(=O)OCC(=O)Nc3ccc([N+](=O)[O-])cc3)cc2)n1	u
COc1ccc(/C=C/C2=NNC(=O)CC2)cc1	1%
NC(=S)NCCCC(N)C(=O)O (centres undefined)	3%
Cc1ccc(OCC(=O)N/N=C\c2cccs2)c([N+](=O)[O-])c1	-3%
CC(C)(C)NC(=O)C(c1ccncc1)N(Cc1cccs1)C(=O)c1csnn1 (centres undefined)	12%[57.5 µM]
Cc1ccc(-c2cc3nc(-c4ccccc4)cc(N4CCC5(CC4)OCCO5)n3n2)cc1	u
O=c1sc2ccccc2c(N2CCN(c3ccccc3)CC2)c1[N+](=O)[O-]	-2%

Some of these compounds in order of the ERK EGF block value, falling:
Structure | ERK EGF block
CC(C)C(C(=O)Nc1nccs1)N1C(=O)c2ccccc2C1=O (centres undefined) | 9%
O=C(O)c1ccc(N2CC3CC(C2)c2cccc(=O)n2C3)c(NC(=S)Nc2ccc(Br)cc2)c1 (centres undefined) | 2%
COc1ccc(/C=C/C2=NNC(=O)CC2)cc1 | 1%
O=c1sc2ccccc2c(N2CCN(c3ccccc3)CC2)c1[N+](=O)[O-] | -2%
CN(CC1COc2ccccc2O1)C(=O)c1ccc(N(C)C)cc1 (centres undefined) | -10%

The list goes on:
SMILES	ERK EGF block
Cc1ccnn1CCC(=O)N1CCCC(CCC(=O)NCc2ccccc2F)C1 (centres undefined)	-12%
O=C(Nc1nc2ccc(C(=O)N3CCCCC3)cc2s1)C1CCCCC1	u
O=C(CSc1cccc2cccnc12)Nc1cccc(S(=O)(=O)N2CCOCC2)c1	-24%
COc1ccc(N)cc1S(=O)(=O)Nc1ccccc1Cl	-6%[57.5 µM]
Cc1onc(-c2ccccc2Cl)c1C(=O)N1CCOC12CCCCC2	0%
O=C(N/N=C/C=C/c1cccc([N+](=O)[O-])c1)c1ccncc1	2%[57.5 µM]
Clc1ccc(N2CCN(c3nc4nonc4nc3N3CCSCC3)CC2)nc1	4%
CC(C)CCCC(C)C1CCC2C3CC(O)[C@@]4(O)CC(O)CC[C@@]4(C)C3CC[C@@]12C (some centres undefined)	18%
COc1ccc(/C=N/NC(=O)c2cc(C34CC5CC(CC(C5)C3)C4)[nH]n2)cc1OC	1%
COc1cc(SSc2cc(OC)cc([N+](=O)[O-])c2N)c(N)c([N+](=O)[O-])c1	u
O=C(NC1CCCCC1)c1c2c(nc3ccccc13)CCC2	0%
Cc1ccc(C2(O)CN(c3ccccc3)C3=[N+]2CCS3)cc1 (centres undefined)	1%
